# MsrA inh – bovine MsrA enzyme inhibitors, primary screen, biochemical, absorbance, HTS | Methionine sulfoxide reductase A (Bos taurus) | purified bovine MsrA, absorbance read-out | inhibition, % at 15.5 µM | 360,000 tested, 0.75% active | AID 651718, 2012; in the data active means inhibition above about 4.5%;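 further: 0% = vehicle wells with enzyme and 100% = reference inhibitor wells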
# FAS TE block – FAS thioesterase domain inhibitors, primary screen, biochemical, fluorescence intensity, uHTS; Fatty acid synthase (Homo sapiens), P49327; recombinant FAS-TE, OMFH fluorogenic substrate, fluorescence endpoint; inhibition, % at 15 µM; 360,000 tested, 0.67% active;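 active means compounds whose normalised, plate-corrected inhibition of enzyme fluorescence in the single-dose primary screen is 50% or more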;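 further: 0% = DMSO with enzyme and 100% = substrate without enzyme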
# bovine MsrA act – bovine MsrA enzyme activators, primary screen, biochemical, absorbance, HTS. purified bovine MsrA, absorbance read-out. activation, % at 10.6 µM. 360,000 tested, 0.3% active. AID 602163, 2012; in the data active means activation above about 7.5%;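 further: 0% = vehicle and 100% = reference activator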
# Rin1-Abl PPI inh – inhibitors of Rin1-Abl protein binding, primary screen, biochemical, TR-FRET. Tyrosine-protein kinase ABL1 (Homo sapiens) + Ras and Rab interactor 1 (Homo sapiens), …. inhibition, % at 7.35 µM. 360,000 tested, 0.4% active. AID 588664, 2011; in the data active means inhibition above about 5%, passing the limit was not always enough
# E coli Lon inh – inhibitors of E. coli Lon protease, primary screen, biochemical, fluorescence polarization. P0A9M0. purified E. coli Lon protease. inhibition, % at 7.94 µM. 360,000 tested, 0.42% active. AID 602123, 2011; in the data active means inhibition above about 13%, passing the limit was not always enough;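 further: 0% = enzyme with probe and DMSO and 100% = no enzyme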
# CSN inh – inhibitors of CSN-mediated cullin deneddylation, primary screen, biochemical, fluorescence polarization, uHTS. COP9 signalosome complex subunit 5 (Homo sapiens), Q92905. Purified CSN, SCF-Nedd8-OG deneddylation. inhibition, % at 12.5 µM. 360,000 tested, 0.38% active. AID 651999, 2013;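 active means pattern-corrected inhibition above about 35%, with an unprinted fluorescence ratio check between 0.5 and 1.5, limit read from the data, passing the limit was not always enough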;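 further: 0% = enzyme with substrate and 100% = substrate without enzyme; some results filed as inactive read as strong as hits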
# Target sequence (Q92905 whole entry, looked up, one chain of several): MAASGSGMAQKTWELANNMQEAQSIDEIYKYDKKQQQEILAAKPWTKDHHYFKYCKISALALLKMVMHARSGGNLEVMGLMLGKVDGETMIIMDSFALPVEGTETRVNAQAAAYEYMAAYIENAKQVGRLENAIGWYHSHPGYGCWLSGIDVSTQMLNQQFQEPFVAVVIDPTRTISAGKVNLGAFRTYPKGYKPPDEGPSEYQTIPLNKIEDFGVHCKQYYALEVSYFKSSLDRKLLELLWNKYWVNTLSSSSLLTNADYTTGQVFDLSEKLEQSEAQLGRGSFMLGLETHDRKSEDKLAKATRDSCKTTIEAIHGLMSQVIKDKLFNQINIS
#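 Material: purified human Csn5 enzyme expressed in HEK293T cells / Medium: Tris buffer pH 7.5, NaCl, DTT, Tween-20, trehalose, ovalbumin / Compound dosing: 12.5 µM single point / Schedule: 90 min incubation of compound, enzyme and substrate at room temperature / Signal: fluorescence polarization of the substrate / Control set: no-enzyme wells high, enzyme-with-substrate wells low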
# PABP1 MLLE inh – inhibitors of PABP1 MLLE–PAM2 peptide binding, primary screen, biochemical, fluorescence polarization, FITC-PAM2, GST-MLLE; 360,000 tested, 0.36% active; inhibition, % at 20 µM; in the data active means inhibition above about 35%, passing the limit was not always enough;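 further: plate controls were DMSO wells with GST-MLLE for no effect and wells lacking GST-MLLE protein for full effect; some results filed as inactive read as strong as hits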
# TbMetRS inhib – T. brucei MetRS inhibitors, primary screen, biochemical, luminescence. purified T. brucei MetRS, ATP depletion, Kinase-Glo luminescence. 360,000 tested, 0.4% active. methionyl-tRNA synthetase (Trypanosoma brucei brucei). AID 624268, 2012. inhibition, % at 11.9 µM;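 active means inhibition above a per-plate cutoff of the control wells' mean inhibition plus 3 SD, cut at about 5.5% in these data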;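 further: 0% = DMSO wells median and 100% = median of wells with control inhibitor compound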
#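 Material – parasite MetRS enzyme · Medium – HEPES-MgCl2-KCl buffer plus DTT, spermine, BSA, pyrophosphatase · Reagent – ATP, methionine and E. coli bulk tRNA substrates · Times – 15 min enzyme-compound preincubation, 2 h reaction, 10 min detection, 25 °C · Measured by – luminescence of leftover ATP · Evaluation – percent inhibition relative to median high and low control wells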
# Neddylation inh – inhibitors of cullin neddylation, primary screen, biochemical, TR-FRET, uHTS, NAE and Ubc12; calls only at 25 µM; 360,000 tested, 0.58% active; in the data active means inhibition above about 36%
# Target sequence (P61081 whole entry, looked up): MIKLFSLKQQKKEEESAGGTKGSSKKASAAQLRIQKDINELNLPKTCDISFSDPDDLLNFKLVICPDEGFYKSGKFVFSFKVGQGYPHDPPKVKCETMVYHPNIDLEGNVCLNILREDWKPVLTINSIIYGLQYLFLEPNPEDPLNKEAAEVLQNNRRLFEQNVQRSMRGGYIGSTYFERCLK
# Target sequence (Q13564 whole entry, looked up): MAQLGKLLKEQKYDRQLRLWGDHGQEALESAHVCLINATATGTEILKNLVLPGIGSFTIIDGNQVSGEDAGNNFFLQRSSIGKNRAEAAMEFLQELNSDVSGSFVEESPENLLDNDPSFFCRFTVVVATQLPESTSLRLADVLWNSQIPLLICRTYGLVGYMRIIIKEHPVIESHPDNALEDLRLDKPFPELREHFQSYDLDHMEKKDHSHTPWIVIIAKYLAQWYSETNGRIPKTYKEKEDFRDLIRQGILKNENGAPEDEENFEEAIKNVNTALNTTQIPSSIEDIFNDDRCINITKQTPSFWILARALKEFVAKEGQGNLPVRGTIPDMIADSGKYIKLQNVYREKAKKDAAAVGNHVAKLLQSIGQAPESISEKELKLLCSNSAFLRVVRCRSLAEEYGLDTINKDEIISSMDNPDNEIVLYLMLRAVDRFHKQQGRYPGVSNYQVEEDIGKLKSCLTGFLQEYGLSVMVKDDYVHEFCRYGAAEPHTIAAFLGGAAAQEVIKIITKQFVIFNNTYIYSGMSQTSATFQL
# Numbers without * were called inactive; i = inactive; / = no result given; + = active, no number; & = joins results of further samples; ! = a repeat was not active.
SMILES,MsrA inh,FAS TE block,bovine MsrA act,Rin1-Abl PPI inh,E coli Lon inh,CSN inh,PABP1 MLLE inh,TbMetRS inhib,Neddylation inh
O=C(OCc1csc(-c2ccccc2)n1)C1=NN(c2ccccc2)C(=O)CC1,-0.8,14.0,-1.7,-2.1,-1.1,-2.8,2.2,-0.3,i
CCOC(=O)N1CCC(NC(=O)CS(=O)(=O)Cc2nc(-c3cccc(Cl)c3)oc2C)CC1,1.1,-1.5,0.7,-1.8,-2.6,-1.0,-1.4,-0.2,i
O=C(Oc1ccc(OC(=O)c2ccncc2)cc1)c1ccncc1,0.3,-3.5,-2.8,0.8,-6.6,0.3,7.0,0.1,i
COc1ccccc1CN1CC(C(=O)N2CCCCO2)CCC1=O (centres undefined),-0.3,-5.4,-2.6,-1.0,-5.1,-1.4,-2.2,-0.4,i
Cc1ccc(S(=O)(=O)NCCC(=O)NNC(=O)C2COc3ccccc3O2)cc1 (centres undefined),-0.1,-5.6,-4.4,-0.5,-25.8,-0.2,-1.3,-0.4,i
CN1CCc2cccc3c2[C@H]1Cc1ccc(O)c(O)c1-3,0.1&1.7,-1.7&-2.6&-1.1,-5.2&-12.6&-6.6,15.8*!,2.5&3.0&-1.4,-7.3&-8.9&-4.3,32.1&30.4&28.5,-0.9&-0.9&-0.6,i
CCN(CCCNC(=O)c1[nH]c(C)c(C(C)=O)c1C)c1cccc(C)c1,0.7,-5.0,-2.0,-5.0,2.5,-3.9,-3.2,0.0,i
COc1ccccc1N1CCN(C(=O)c2cc(-c3ccccc3)nc3c2cnn3C(C)C)CC1,0.6,8.9,0.2,-0.3,3.1,-3.8,-8.0,-0.3,i
CCN(CC)C(=O)Cn1cc(C(=O)C(=O)N2CCN(c3ccc([N+](=O)[O-])cc3)CC2)c2ccccc21,0.5,18.2,-4.3,-6.5,-12.1,17.2,-14.4,0.2,i
O=C(N/N=C/c1ccccc1O)C1CC(=O)N(c2ccc(Cl)cc2)C1 (centres undefined),0.3,19.3,-2.8,-3.3,1.9,-2.1,-2.8,0.2,+

# Profiles, quoted from the list. Order of values: MsrA inh | FAS TE block | bovine MsrA act | Rin1-Abl PPI inh | E coli Lon inh | CSN inh | PABP1 MLLE inh | TbMetRS inhib | Neddylation inh
# COc1ccccc1N1CCN(C(=O)c2cc(-c3ccccc3)nc3c2cnn3C(C)C)CC1 reads 0.6 | 8.9 | 0.2 | -0.3 | 3.1 | -3.8 | -8.0 | -0.3 | i
# O=C(N/N=C/c1ccccc1O)C1CC(=O)N(c2ccc(Cl)cc2)C1 (centres undefined) reads 0.3 | 19.3 | -2.8 | -3.3 | 1.9 | -2.1 | -2.8 | 0.2 | +
# Cc1ccc(S(=O)(=O)NCCC(=O)NNC(=O)C2COc3ccccc3O2)cc1 (centres undefined) reads -0.1 | -5.6 | -4.4 | -0.5 | -25.8 | -0.2 | -1.3 | -0.4 | i

# The list goes on.
SMILES,MsrA inh,FAS TE block,bovine MsrA act,Rin1-Abl PPI inh,E coli Lon inh,CSN inh,PABP1 MLLE inh,TbMetRS inhib,Neddylation inh
CCOC1=C2CN(S(=O)(=O)c3ccc(C)cc3)[C@H](c3ccccc3)C[C@@H]2N(S(=O)(=O)c2ccc(Br)cc2)[C@H](c2ccccc2)C1,-0.5,20.9,-15.1,3.8,-8.7,1.3,1.1,-1.7,i
Cc1ccc(-c2cn(C[C@H]3CC[C@@H]([C@@H]4CC[C@H](Cn5cc(-c6ccc(C)cc6)nn5)O4)O3)nn2)cc1,-0.5,-4.7,-2.5,3.7,2.7,-1.8,-9.6,-0.2,i
CCCC(=O)Nc1cc(S(=O)(=O)N2CCOCC2)ccc1N1CCCCC1,0.5,-1.6,2.0,2.7,-0.3,2.3,13.4,-0.3,i
CCC(C)NC(=O)C1CCN(S(=O)(=O)c2ccc(-n3cnnn3)cc2)CC1 (centres undefined),-1.2,-0.6,-6.5,5.0,-3.8,-2.9,-0.9,-0.2,i
COC(=O)c1sc2nc3c(cc2c1N)CCCC3,-0.5,8.2,-3.0,-0.1,-1.2,6.7,7.8,0.2,/
CCc1nc(Nc2ccccc2O)c2oc3ccccc3c2n1,0.4,-2.0,-0.8,-3.5,2.5,1.8,2.9,1.2,i
CCCc1cc(=O)oc2cc(C)cc(OCC(=O)NC(Cc3ccc(Cl)cc3)C(=O)O)c12 (centres undefined),0.6,25.8,-2.0,-1.9,-4.4,2.4,-1.2,0.3,/
COc1ccc(N2CCN(C(=O)C3CCN(C(=O)c4ccc([N+](=O)[O-])cc4)CC3)CC2)cc1,1.0,-0.3,-5.0,0.7,-12.9,-0.1,1.0,0.0,i
CC(=O)c1ccc2c(c1)N(C)c1ccccc1S2,-0.7,11.8,-11.5,-3.0,-8.4,-1.4,0.9,-1.3,i
O=C(NCc1ccccn1)C1CCN(S(=O)(=O)c2cccs2)CC1,-0.3,-3.2,0.9,0.0,4.1,-1.0,-5.6,-0.6,i
Cc1nn(C(C)C(=O)NCc2ccccc2Cl)c(=O)c2c1sc1ccccc12 (centres undefined),1.5,29.4,-3.0,2.7,-0.2,5.6,-5.8,-0.2,i
CC(C)Oc1ccc(C2CC(=O)N(c3ccc(C(=O)O)cc3)C2=O)cc1 (centres undefined),0.5,-1.2,-1.0,5.1,4.3,-3.2,11.0,-0.2,i
COc1ccc(NC(=O)c2ccc(CN3CCc4ccccc4C3)cc2)cc1OC,0.2,-1.7,-1.5,-0.7,-6.6,1.6,-2.4,0.5,i
CN(Cc1ccccc1)C(=O)CN(Cc1ccccc1)S(C)(=O)=O,0.5,-14.4,-12.8,6.2,1.8,-1.1,2.3,-0.6,i
COc1ccc(S(=O)(=O)Nc2cc3c4c(oc3c3ccccc23)CCCC4=O)cc1,0.4,22.6,-1.1,1.2,0.1,3.4,3.3,-0.1,i
FC(F)Sc1ccc(NC(=S)NC(c2ccccc2)c2ccccc2)cc1,0.2,32.7,-5.1,1.1,-6.7,1.7,17.1,-0.5,i
Cc1cccc(NC(=O)CCNC(=O)c2ccc(Br)cc2)c1C,0.2,-2.7,-9.2,1.9,8.1,2.7,-1.9,1.4,i
CN1C(=S)SC(C)(C)C1N(O)C(=O)Nc1ccc(Cl)cc1 (centres undefined),0.0,-28.1,-2.0,1.6,-11.1,-9.2,2.1,-0.9,i
Cc1ccc(NC(=O)CC(C)c2ccccc2)cc1S(=O)(=O)N1CCOCC1 (centres undefined),-0.7,2.5,-0.4,1.6,-4.9,1.7,7.2,-0.1,i
CCC(=O)c1cn(CC(=O)Nc2cccc(C)c2)c2ccccc12,0.0,-2.5,-4.5,-7.8,-16.0,3.7,-8.6,2.1,i
COC(=O)c1ccccc1NC(=O)c1ccc(F)cc1,-0.5,4.5,-6.7,2.6,2.1,-3.4,10.2,-0.4,i
Nc1nc2c(ncn2[C@@H]2O[C@H](CNCc3ccc4ncccc4c3)[C@@H](O)[C@H]2O)c(=O)[nH]1,-0.1,-6.0,2.5,7.8,-5.9,-1.3,0.5,-0.5,i
S=c1nccc(-c2cccs2)[nH]1,3.0,-7.4,7.3,-5.6,0.9,3.0,25.5,0.1,i
C=CC[C@]12C=C(OC)C(=O)C(OC)=C1O[C@@H](c1ccc3c(c1)OCO3)[C@H]2C,-0.6,-2.0,-6.4,0.9,-3.1,5.5,11.5,0.3,i
Cc1ccccc1-c1nc(CS(=O)(=O)CC(=O)NCCCN2CCN(C)CC2)c(C)o1,-1.6,-2.1,-2.0,2.3,-8.9,-2.2,-9.4,0.1,i
CCOCCCNC(=O)C(c1ccc(OC)cc1)N(Cc1ccc2c(c1)OCO2)C(=O)CNC(C)=O (centres undefined),-1.7,-4.2,-1.1,-1.6,-4.0,-1.2,11.0,0.3,i
O=C(c1ccco1)N1CCN(C(=O)c2cccs2)CC1,0.3,-7.3,-8.4,-1.1,6.8,-0.1,4.9,-1.3,i
O=C(c1cc([N+](=O)[O-])cc([N+](=O)[O-])c1)N(Cc1nnc(-c2ccccc2Cl)o1)C1CC1,0.6,17.9,-1.5,-4.3,2.5,-1.2,6.2,0.1,i
COCCn1c(-c2ccc3ccccc3c2)nc2c1c(=O)[nH]c(=O)n2CC(C)C,2.1,-1.8,1.6,2.3,1.2,2.0,10.4,-0.4,/
COc1cccc(NC(=S)N(Cc2cccc(Br)c2)CC2CCC(C(=O)O)CC2)c1 (centres undefined),1.3,-2.8,-13.1,-0.1,-6.9,-2.3,-22.3,-0.6,i
CC(C)NCCCOc1ccc(Cl)cc1Br,0.5,-6.4,-3.1,3.9,-12.2,0.9,1.0,5.0,i
COc1cc2[nH]c(C(=O)N(C)C3CCS(=O)(=O)C3)cc2c(OC)c1OC (centres undefined),2.1,-7.6,-0.8,3.4,-4.9,-2.1,-9.1,-0.4,i
Cc1ccc(/C=N/Nc2cccc3cccnc23)c(O)c1,1.5,29.0,-8.3,4.5,-3.3,-2.8,-5.9,-0.5,i
Cc1ccc(S(=O)(=O)NCC(=O)NCC(=O)N(C)Cc2ccc3ccccc3c2)cc1C,0.5,5.3,-1.1,1.4,2.1,0.8,-17.2,0.4,i
COc1ccc(-c2nnc(SCc3nc4ccccc4c(=O)[nH]3)o2)cc1,-1.2,-0.3,-4.9,-1.2,2.3,-4.1,-30.7,-0.5,i
COc1ccc(NC(=O)C(=O)NCCCn2ccnc2)cc1,1.0,-5.4,1.7,3.4,-5.8,-4.4,-17.3,-0.5,i
COc1cc(/C=C/C(=O)OCC(=O)N2CCOCC2)ccc1OCC#N,2.7,-4.7,-2.4,-4.0,-4.1,-0.1,2.1,-0.6,i
Cc1ccc(OCCN2CCN(C(=O)CCC(=O)Nc3nnc(C)s3)CC2)cc1,0.5,-7.9,-2.8,-2.0,4.9,2.4,-1.3,-0.2,i
Cc1cc2n(n1)C(c1ccco1)Nc1ccccc1-2 (centres undefined),-0.8,8.8,-0.9,-0.6,-12.9,5.4,4.4,-0.2,i
CCc1ccc(C(C)NC(=O)Cc2ccc(F)cc2)cc1 (centres undefined),0.0,3.5,-3.4,-1.2,-9.7,-3.7,-7.5,-0.4,i
O=c1cc(COc2ncnc3ccccc23)nc2sccn12,0.9,-6.2,1.5,-2.7,-13.3,1.9,10.9,0.0,i
COC(=O)C1CCN(C(=O)c2c(-c3ccccc3Cl)noc2C)CC1,-0.1,-5.4,-8.2,-0.1,3.1,-5.9,13.0,-1.3,i
O=c1cc(CN2CCN(Cc3ccccc3)CC2)c2cc3c(cc2o1)CCC3,0.2,32.8,-2.6,-1.4,-7.6,-2.4,-20.7,-0.1,i
O=C(CCN1CCc2ccccc2C1)Nc1ccc(F)c(F)c1,0.1,2.9,-2.8,-2.9,4.5,1.8,4.4,-0.4,i
Cc1ccc(OCCn2c(NC(=O)c3ccco3)nc3ccccc32)cc1,0.2,14.1,-1.5,-7.3,3.4,0.1,10.5,-0.7,i
Cc1ccc(Cl)cc1NC(=S)N1CCC(c2ccccc2)C1 (centres undefined),-0.7,17.5,-2.4,-0.9,1.1,3.9,-107.7,0.0,i
O=C(O)c1ccc(NC(=O)C2C3CCC(C3)C2C(=O)O)cc1 (centres undefined),-0.8,-9.9,-9.1,2.0,-0.2,-1.0,-3.2,-1.9,i
